# Bioassay records (PubChem BioAssay)
# A549 tox = Nrf2 qHTS screen for inhibitors: counterscreen for cytotoxicity; A549 ARE-Fluc cells, CellTiter-Fluor viability, 18-24 h; Potency, µM (top dose mostly 46 µM), without a hit: top-dose activity change, negative = cytotoxicity, actives largely listed as inhibitors; 390,000 tested, 0.16% active; AID 504648, 2011; note: potency is the fitted concentration of half-maximal effect; % is set by controls: 0 for no effect and ±100 for the full control effect
#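 A549 ARE_Fluc cells in 5% FBS OPTI-MEM were exposed to compounds in concentration-response for 18-24 h at 37 deg C. Viability was read by CellTiter-Fluor fluorescence (Ex 405/Em 525) after 30 min, before the luciferase read.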
# CCT modulator = High-Throughput Screening for Modulators of Cytosolic Chaperonin Activity. activity change, % (test concentration not listed), hits read low. 360,000 tested, 0.3% active. purified chaperonin ATPase assay, HTRF ADP detection, 30 min; in the data active = activity change below about -30%; note: % is set by controls: 0 for no effect and ±100 for the full control effect
#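 TRiC (40 or 20 nM final, by batch activity) in 30 mM Tris pH 7.4, 100 mM KCl, 5 mM MgCl2, 1 mM DTT was treated with compound at 76 uM single dose, then 10 uM ATP, 30 min at 37 °C. ADP was read by HTRF Transcreener.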
# HepG2 viability = qHTS for Inhibitors of TGF-b: Cytotox Counterscreen. HepG2 CAGA-GFP viability, ATP luminescence, 18 h. Potency, µM (highest dose often 46.1 µM), for inactives: at the top dose activity change, negative = cytotoxicity, usual class: cytotoxic. 410,000 tested, 0.76% active; note: potency is the fitted concentration of half-maximal effect; some results filed as inactive show a strong effect at the top dose
#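 HepG2 CAGA-GFP cells (1000/well, DMEM with 1% FBS) received compound, then TGF-beta at 500 pg/mL final, and were incubated 18 hours at 37 degrees C. Viability was read by CellTiter-Glo luminescence. Media-only wells were set as complete cell-killing and DMSO as no toxicity.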
# TGFb SMAD3 inh = qHTS for Inhibitors of TGF-b | HepG2 CAGA-GFP TGF-b/SMAD3 reporter, GFP fluorescence, 18 h; TGF-beta stimulated, 500 pg/mL final | Potency, µM (top dose mostly 46.1 µM), for the others: at the top dose activity, negative = inhibition, actives largely listed as inhibitors | 410,000 tested, 1.2% active; note: potency is the fitted concentration of half-maximal effect; % is set by controls: 0 for no effect and ±100 for the full control effect; nearly all actives have a fitted effect of over 65% in size
#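 Read-out: total well GFP (ex488/em500-530) summed from mean per-cell fluorescence. Cells: HEPG2 CAGA-GFP, 1% FBS DMEM, 18 h at 37 degrees C with 500 pg/mL final TGF-beta. Unstimulated wells served as the full-inhibition control; stimulated DMSO wells = 0%.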
# Nrf2 block = Nrf2 qHTS screen for inhibitors; Potency, µM (highest dose often 46 µM), for inactives: at the top dose activity change, negative = inhibition, usual class: inhibitors; 360,000 tested, 2.1% active; AID 504444, 2011; A549 ARE-Fluc reporter, luciferase luminescence, 18-24 h; note: potency is the fitted concentration of half-maximal effect; % is set by controls: 0 for no effect and ±100 for the full control effect; nearly all actives have a fitted effect of over 60% in size
#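 Quantitative HTS in A549 cells stably bearing an antioxidant response element-firefly luciferase construct. Inhibition of Nrf2-driven transcription was scored by luminescence after 18-24 h of compound exposure at 37 °C.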
# Abeta rescue = qHTS for compounds that reverse cellular toxicity of Amyloid beta (A-beta) peptide in yeast: Primary Screen; yeast expressing A-beta42, growth rescue, OD600, 48 h; response scale: 0% DMSO, 100% iron-clioquinol control; Potency, µM (top dose mostly 46.1 µM), without a hit: at the top dose growth rescue, hits mostly activators; 410,000 tested, 0.063% active; AID 1347071, 2019; note: potency is the fitted concentration of half-maximal effect; nearly all actives have a fitted effect of over 55% in size
#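 Growth rescue measured by 600 nm absorbance after 48 h yeast culture at 30 C with compound. Values normalized between DMSO and an equimolar ferric chloride plus clioquinol control.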
# Akt phos inh = HTS Assay for Inhibitors of Akt Phophorylation: Primary Screen; AID 651550, 2012; Neuro2A IGF-stimulated pAkt S473 HTRF, 20 min; hits give low values; activity change, % for hits at 50 µM; 360,000 tested, 0.32% active; in the data active = activity change below about -80%; inconclusive = mostly about -51% to -80%; note: % is set by controls: 0 for no effect and ±100 for the full control effect
#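 Single-point screen (50 µM final compound) in Neuro2A cells stimulated 20 min with 6 nM IGF at 37 deg C. After lysis, Ser473-phosphorylated Akt read by HTRF (ex 330 nm, em 615/665 nm) as the 665/615 ratio.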
# Nrf2 ARE act = qHTS of Nrf2 Activators; Potency, µM (highest dose often 46.1 µM), without a hit: top-dose activation, most hits filed as activators; AREc32 ARE-luciferase reporter (MCF7-derived line), luminescence, 24 h; 410,000 tested, 0.31% active; AID 624171, 2012; note: potency is the fitted concentration of half-maximal effect; % of control where 0% means no effect; nearly all actives have a fitted effect of over 65% in size
#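 Nrf2 activation is followed as ARE-luciferase induction in the AREc32 line after one day of compound treatment; luminescence is read with Steady-Glo.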
# Mm-Cpn inhibitor = Inhibitors of TCP-1 ring complex (TRiC) of Methanococcus maripaludis (MmCpn): qHTS. Chaperonin Mm-Cpn (Methanococcus maripaludis). purified Mm-Cpn ATPase, ADP Transcreener TR-FRET. Potency, µM (doses to about 76.9 µM), for inactives: top-dose activity, negative = inhibition, usual class: inhibitors. 330,000 tested, 0.031% active. AID 504842, 2011; note: potency is the fitted concentration of half-maximal effect; % is set by controls: 0 for no effect and ±100 for the full control effect; nearly all actives have a fitted effect of over 80% in size
#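 Measured: ADP formation by purified Mm-CPN. Conditions: 25 nM protein, 10 uM ATP, Tris pH 7.4 with Mg2+, K+ and DTT, 37°C for 30 min. Detection: Transcreener HTRF after 30 min at room temperature.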
# Numbers without * were called inactive; i = inactive; ? = inconclusive; . = not tested or not shown; & = joins results of further samples; [ ] = remark or other dose. Unless noted, calls come from the whole dose curve; as a rule, active = well fitted curve in the direction sought with a large enough effect; inconclusive = small, poorly fitted or top-dose-only effect, or another doubt; inactive = no such curve, though single readings can be large; an effect the other way counts as inactive or inconclusive. Rows were taken by chance; overall some 4.3% were active at least once.
SMILES,A549 tox,CCT modulator,HepG2 viability,TGFb SMAD3 inh,Nrf2 block,Abeta rescue,Akt phos inh,Nrf2 ARE act,Mm-Cpn inhibitor
COc1cccc(NC(=O)[C@@H](NC(=O)N2CCn3c2nc2ccccc23)C(C)C)c1,-10.7%,-0.9,-2.2%,?,-7.5%,9.1%,i,0.2%,-1.6%
CCOC(=O)C1=C(C)Nc2nc3ccccc3n2C1c1ccncc1 (stereo not drawn),-8.0%,-0.4,-22.7%,?,-16.7%,12.2%,.,-0.3%,1.4%
Cc1ccc(Cl)cc1N1CCN(C(c2cccnc2)c2nnnn2C2CCCCC2)CC1 (stereo not drawn),13.7%,0.7,-18.4%,-8.0%,11.8%,27.5%,i,-0.7%,0.0%
O=C(/C=C/c1ccccc1)N1CCC[C@H]1CO,-1.8%,-0.9,1.8%,-41.6%,13.9%,-6.1%,i,0.2%,-0.6%
COCc1nnc(NC(=O)c2ccc(S(=O)(=O)N3CCCCCC3)cc2)o1,-7.7%,-4.6,-38.8%,-5.8%,-12.3%,4.5%,i,12.3%,2.8%
O=C(/C=C/c1ccc(Cl)cc1)NC(=S)Nc1ccc(NC(=O)c2ccco2)cc1,-15.0%,2.1,10.2%,-8.7%,0.82µM*,11.9%,i,3.7%,0.3%
Cn1cc(S(=O)(=O)Oc2ccccc2)c(=O)n(C)c1=O,3.4%,0.9,-17.3%,5.3%,-10.9%,-9.8%,i,-1.0%,-1.8%
Cc1ccc(F)c(S(=O)(=O)NC(=O)C2(C)CCN2C(=O)Cc2cccs2)c1 (stereo not drawn),.,-1.8,3.7%,9.1%,.,12.5%,i,-0.3%[9.22 µM],.
Cc1ccc(CNS(=O)(=O)c2ccc3c(c2)CCN3S(C)(=O)=O)cc1,9.7%,.,1.8%,-3.5%,.,-10.6%,.,-0.6%,.
COc1cc(NC(=S)NCCC(c2ccccc2)c2ccccc2)cc(OC)c1,?,2.9,-14.2%,?,23.1µM*,24.4%,i,2.5%,-0.6%
C/C(=N/OC(=O)c1ccc(F)cc1)c1ccc(C)cc1,-9.2%,-2.4,-17.5%,16.0%,5.8%,-7.5%,i,2.5%,-0.9%
CCN(CC(=O)Nc1ccccc1OC)Cc1csc(CC(=O)Nc2ccc(C)cc2)n1,-16.3%,-1.5,-1.5%,-7.6%,-21.5%,0.6%,i,5.8%,0.4%
Cc1cc(N/N=C/c2ccc(N(C)C)cc2)c2ccccc2n1,11.2%,-1.6,-9.3%,-17.2%,?,-10.2%,i,10.3%,0.6%
CCOc1ccccc1CN1CCN(S(=O)(=O)c2ccccc2)CC1,6.7%,.,-16.2%,-7.0%,?,-2.3%,.,1.9%,.
COc1ccccc1Nc1c2c(nc3ccc(N)cc13)CCCC2,-17.7%,1.3,-37.4%,?,5.5%,-16.1%,i,-0.4%,-1.2%
Oc1ccc(C2=NN(c3ccccc3)C(c3ccc(F)cc3)C2)cc1 (stereo not drawn),10.4%,-1.3,-111.3%,-11.3%,1.0%,-86.2%[inhibitor],i,0.7%,-7.7%
CCN(CC)C(=S)NC(=O)c1ccc(OC)c(Br)c1,-1.5%,0.5,14.3%,21.5%,-10.4%,13.1%,i,2.3%,-1.3%
CN(C)CCCNC(=S)N(CCN(C)C)Cc1cc2cc3c(cc2[nH]c1=O)OCCO3,-2.0%,-0.7,0.1%,6.2%,4.0%,3.2%,i,-0.1%,-0.6%
CCOC(=O)c1cc(OC(=O)c2cc(Cl)ccc2OC)n(-c2ccccc2)n1,-1.9%,.,4.4%,17.6%,-3.7%,-24.1%,.,-1.2%,.
COc1ccc(-n2nnnc2SCC(=O)Nc2cccc(C)n2)cc1OC,13.4%,-0.3,19.6%,-0.2%,-4.7%,-3.5%,i,2.8%,-0.9%
N/C(=N\OC(=O)c1cccc(Br)c1)c1ccc(Br)cc1,-0.2%,-2.8,-14.6%,-3.5%,26.1%,8.1%,i,?,-2.0%
Cc1c(S(=O)(=O)N2CCOCC2)c(=O)n(C)c(=O)n1C,-15.9%,0.2,19.1%,-1.7%,1.7%,3.7%,i,0.3%,1.6%
COc1cc(O)c2c(c1)OC(C)(C)CC2=O,3.7%,-1.1,1.2%,-0.6%,1.8%,-7.7%,i,-0.7%,0.6%
CCCn1nc2cc(C(=O)N(CC)c3ccc(OC)cc3)ccc2c1OCC,1.1%,0.1,3.9%,1.9%,-11.9%,12.9%,i,-0.2%,-1.7%

# By substructure: the entries above with two or more sulfur atoms
SMILES,A549 tox,CCT modulator,HepG2 viability,TGFb SMAD3 inh,Nrf2 block,Abeta rescue,Akt phos inh,Nrf2 ARE act,Mm-Cpn inhibitor
Cc1ccc(F)c(S(=O)(=O)NC(=O)C2(C)CCN2C(=O)Cc2cccs2)c1 (stereo not drawn),.,-1.8,3.7%,9.1%,.,12.5%,i,-0.3%[9.22 µM],.
Cc1ccc(CNS(=O)(=O)c2ccc3c(c2)CCN3S(C)(=O)=O)cc1,9.7%,.,1.8%,-3.5%,.,-10.6%,.,-0.6%,.

# The listing continues:
SMILES,A549 tox,CCT modulator,HepG2 viability,TGFb SMAD3 inh,Nrf2 block,Abeta rescue,Akt phos inh,Nrf2 ARE act,Mm-Cpn inhibitor
CCCn1c(SC(C)C(=O)NC2CCCC(C)C2C)n[nH]c1=O (stereo not drawn),.,-2.4,-8.3%,-8.1%,.,-7.1%,i,-0.2%,.
COc1ccc(-c2ccc(C(=O)Nc3cccc(N(C)C)c3)c3occc23)c(C)c1,.,-4.1,-21.4%,5.9%,.,-15.5%,i,-0.2%[9.22 µM],.
O=C(c1cccc(Cl)c1)N1CCC(=O)N([C@H](COCc2cccc(Cl)c2)Cc2ccccc2)CC1,.,-1.2,.,.,.,-1.0%,i,3.6%,.
Cc1nnc(SC(C)C(=O)NC2CCCCC2)[nH]c1=O (stereo not drawn),0.3%,1.6,-2.9%,-1.2%,4.7%,-2.5%,i,-0.3%,.
O=C1CC(C(=O)N2CCOCC2)C2(CCCC2)O1 (stereo not drawn),-4.3%,-2.6,0.3%,-9.1%,5.5%,7.2%,i,-0.1%,-3.0%
COCCCNC(=O)C[C@H]1C[C@H](C(=O)N2CCCCC2)[C@@]2(CCc3ccccc3)c3[nH]c4cc(-c5ccco5)ccc4c3CCN2C1=O,-25.0%,1.4,-0.8%,?,23.1µM*,-9.6%,i,2.9%,-2.5%
O=C(c1cccs1)N1CCN(c2nc3c(F)cc(F)cc3s2)CC1,-3.6%,-1.8,-24.6%,-19.1%,?,-2.1%,i,3.1%,-0.8%
O=C(NC(CC(=O)N1CCN(c2ccc([N+](=O)[O-])cc2)CC1)c1ccccc1)c1ccccc1Cl (stereo not drawn),0.5%,-1.4,-26.9%,-22.3%,?,0.6%,i,2.9%,1.1%
CCCCN(CCCNc1ncnc2nc[nH]c12)c1ccccc1,-2.5%,-1.4,3.16µM*,?,?,-9.6%,i,2.3%,-1.9%
CCN(CC)S(=O)(=O)c1ccc(S(=O)(=O)Nc2cc3c(cc2C(C)=O)OCO3)cc1,-1.8%,0.3,2.7%,1.3%,?,0.8%,i,-0.3%,3.9%
Cc1nc2c(c(C)nn2C(C)(C)C)c(C)c1CCC(=O)Nc1ccc(F)cc1,-9.9%,.,10.0%,10.1%,2.3%,-7.4%,.,0.4%,.
COc1cccc(CNCCN2CCOCC2)c1OC,-8.1%,-0.5,-2.6%,0.9%,-0.1%,-0.7%,i,-1.0%,.
Cc1cc(Nc2cccc(C(F)(F)F)c2)nc2ccc(NC(=O)Cc3ccc(Cl)cc3)cc12,?,.,10µM*,?,16.4µM*,5.0%,.,-0.7%,.
C=CCNc1nc2cc(-c3ccc(C(=O)N4CCOCC4)cc3)sc2c(=O)n1C,.,-0.9,-5.7%,48.5%[activator],.,-3.1%,i,19.3%,.
COC(=O)[C@H](CC(C)C)NS(=O)(=O)N[C@@H](CC(C)C)C(=O)OC,-3.9%,-0.5,-57.2%&-15.5%,13.6%&-8.6%,5.9%,6.9%,i,-0.1%,0.0%
CCn1cc(/C=N/NC(=O)c2ccc3c(c2)OCO3)cn1,0.1%,-1.1,-8.5%,0.6%,0.2%,-3.0%,i,1.2%,2.1%
CC1CCN(C(=O)COC(=O)c2ccc3ccccc3n2)CC1,2.3%,-1.7,-10.2%,-9.0%,15.6%,2.6%,i,0.3%,2.3%
CCn1cc(S(=O)(=O)c2ccccc2)c(=O)c2cc(F)c(N3CCCCCC3)cc21,?,.,-0.3%,-2.5%,?,-2.8%,.,3.1%,.
CC1CC(C)CN(C(=O)CNS(=O)(=O)c2cccs2)C1 (stereo not drawn),3.9%,-0.3,5.0%,4.5%,21.9%,-10.4%,i,-0.5%,-1.6%
Cn1c(SCC(=O)N/N=C/C=C\c2ccccc2[N+](=O)[O-])nc2ccccc21,0.2%,-0.4,-10.6%,-6.1%,18.7%,-9.3%,i,?,-0.6%
O=CN(Cc1ccco1)C1(C(=O)NC2CCCCC2)CCCCC1,1.5%,2.4,0.3%,-10.0%,-26.7%,-8.6%,i,1.5%,-0.3%
O=c1[nH]c(-[n+]2ccc3ccccc3c2)c(/C=N/N=C(\[O-])c2ccccc2)s1,-1.8%,-0.1,-0.1%,31.4%[activator],12.4%,3.3%,i,5.8%,0.2%
COc1ccc(/C=N/OCC(=O)Nn2c(C)nc3ccccc3c2=O)cc1,-1.7%,-1.6,10.9%,4.6%,4.0%,5.8%,i,-0.7%,0.5%
